Bioassay records: PubChem BioAssay, several laboratories
PLCb3 inh: PLC-beta3 (human) inhibition, primary screen | Purified PLC-beta3, fluorogenic substrate, fluorescence | hit rate 0.18% among 370,000 | inhibition, % at 12.2 µM; in the data active = inhibition above about 11%;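 also: 0% = median of compound wells on plate and 100% = full blocker control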
MBD2 DNA inh: inhibitors of human MBD2 binding to methylated oligonucleotide | AID 686964 | TR-FRET | inhibition, % at 4.4 µM | Q9UBB5 | hit rate 0.31% among 370,000; in the data active = inhibition above about 13%
Target sequence (Q9UBB5 whole entry, looked up): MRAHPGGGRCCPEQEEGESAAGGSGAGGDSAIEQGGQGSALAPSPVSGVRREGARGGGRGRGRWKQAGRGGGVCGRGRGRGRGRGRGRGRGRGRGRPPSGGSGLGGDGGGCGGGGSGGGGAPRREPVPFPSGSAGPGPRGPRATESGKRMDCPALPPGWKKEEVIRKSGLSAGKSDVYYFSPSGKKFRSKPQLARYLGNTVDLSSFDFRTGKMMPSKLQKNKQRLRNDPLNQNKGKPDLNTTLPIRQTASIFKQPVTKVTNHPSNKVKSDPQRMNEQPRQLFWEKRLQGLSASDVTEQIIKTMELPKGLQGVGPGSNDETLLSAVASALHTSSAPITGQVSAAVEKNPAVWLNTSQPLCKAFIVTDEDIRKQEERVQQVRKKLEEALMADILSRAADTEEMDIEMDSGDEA
Rev-erbA mod: Rev-erb alpha (human) modulation; Rev-erbα–FITC-DNA binding, fluorescence polarization, 90 min; activity, % at 10 µM; hit rate 0.79% among 370,000; AID 1259318;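 active = activity above about 14%, limit read from the data; passing the limit was not always enough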;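 also: 0% = DMSO wells with 35 nM protein and 100% = DMSO wells with 750 nM protein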
Target sequence (P20393 whole entry, looked up): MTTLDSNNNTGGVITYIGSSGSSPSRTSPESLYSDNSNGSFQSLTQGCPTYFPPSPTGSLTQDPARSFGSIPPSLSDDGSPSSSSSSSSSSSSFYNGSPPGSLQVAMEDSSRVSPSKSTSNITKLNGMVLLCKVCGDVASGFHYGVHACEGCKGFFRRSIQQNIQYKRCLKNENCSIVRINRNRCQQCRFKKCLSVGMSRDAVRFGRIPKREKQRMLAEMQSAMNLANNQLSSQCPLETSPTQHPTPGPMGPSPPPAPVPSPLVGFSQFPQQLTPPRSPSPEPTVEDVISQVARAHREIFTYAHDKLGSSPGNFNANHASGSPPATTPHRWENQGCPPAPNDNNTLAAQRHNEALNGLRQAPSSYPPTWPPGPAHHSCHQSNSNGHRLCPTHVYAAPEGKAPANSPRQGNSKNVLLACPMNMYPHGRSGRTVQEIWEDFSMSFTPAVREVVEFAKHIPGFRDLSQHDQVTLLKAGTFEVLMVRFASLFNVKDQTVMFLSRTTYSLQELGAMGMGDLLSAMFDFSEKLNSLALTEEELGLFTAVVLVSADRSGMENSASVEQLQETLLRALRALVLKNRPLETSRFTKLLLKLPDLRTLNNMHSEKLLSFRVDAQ
hcDAF12 agonist: H. contortus DAF-12 activation, primary screen; HEK293 hcDAF-12 lit1-tk-luc reporter, luminescence; 0% DMSO, 100% Δ7-dafachronic acid; activation, % at 6.8 µM; hit rate 1.4% among 370,000;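 active = activation above the mean of all tested compounds plus 3 SD, cut at about 5.5% in these data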;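 also: 100% = response to 3 µM Δ7-dafachronic acid high control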
PLC-gamma1 inh: inhibitors of human phospholipase C gamma1; AID 720700; hit rate 0.84% among 370,000; purified PLC-gamma1, fluorogenic substrate, fluorescence; inhibition, % at 12.2 µM; P19174; in the data active = inhibition above about 9.5%
hgDAF-12 ag: activates the H. glycines DAF-12 receptor ligand-binding domain | activation, % at 6.8 µM | hit rate 1.8% among 370,000 | AID 687014 | HEK293 GAL4-hgDAF12 UAS-luciferase reporter, agonist luminescence; normalized to butyrate control;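 active = activation above a cutoff set at the mean of all screened compounds plus 3 SD, cut at about 10% in these data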;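 also: 0% = DMSO wells and 100% = sodium butyrate wells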
SMARCA2 activ: SMARCA2 function activation, primary screen. hit rate 1% among 370,000. activation, % at 9.1 µM. MG213 cells, MMTV-luciferase reporter, dexamethasone, overnight. AID 652017; in the data active = activation above about 7.8%;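 also: 0% = vehicle wells and 100% = reference activator wells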
DAX1 inh-1: DAX1 (NR0B1) inhibition, primary screen | HEK293T StAR-luciferase reporter, SF-1/DAX-1 repression relief | inhibition, % at 6.8 µM | hit rate 1.1% among 370,000 | AID 652010;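 active = inhibition above the mean over all tested compounds plus 3 SD, cut at about 3.6% in these data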;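 also: 0% = DAX-1 cells with DMSO and 100% = cells lacking DAX-1 with DMSO; higher inhibition means more luminescence from relief of DAX-1 repression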
ADAM17 inh: inhibitors of human ADAM17; recombinant ADAM17, EDANS/DABCYL FRET peptide cleavage; inhibition, % at 6.95 µM; hit rate 0.83% among 370,000;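 active = inhibition above the mean of compounds lying between control limits plus 3 SD, set per campaign, cut at about 8.5% in these data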;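 also: 0% = DMSO-only wells as the low control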
ssDAF-12 act: activators of S. stercoralis DAF-12 nuclear receptor; HEK293 ssDAF-12/GRIP1 lit1-tk-luc reporter, luminescence; % of 3 µM dafachronic acid response; activation, % at 6.8 µM; hit rate 1% among 370,000; AID 652126;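 active = activation above the mean over all tested compounds plus 3 SD, cut at about 0.9% in these data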;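 also: 0% = DMSO-only wells and 100% = 3 µM delta7-dafachronic acid wells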
DAX1 inh-2: inhibitors of human orphan nuclear receptor DAX1 (NR0B1); HEK293 Gal4-DAX1 luciferase reporter, luminescence; AID 504766; inhibition, % at 6.75 µM; hit rate 0.99% among 340,000; P51843;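 active = inhibition above the mean over all tested compounds plus 3 SD, cut at about 4.2% in these data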;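 also: 0% = DAX1-transfected cells with DMSO and 100% = empty-vector control cells with DMSO; inhibition shows as a rise in luminescence from relieved DAX1 repression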
Numbers without * were called inactive; . = not tested or not shown.

SMILES	PLCb3 inh	MBD2 DNA inh	Rev-erbA mod	hcDAF12 agonist	PLC-gamma1 inh	hgDAF-12 ag	SMARCA2 activ	DAX1 inh-1	ADAM17 inh	ssDAF-12 act	DAX1 inh-2
CC1CCCCN1c1ncnc2ccccc12 (stereo not given)	-14	-3	-1	-2.8	-12	-2.5	-5	-2.1	-3	-2.5	-2.7
O=C(NCc1nc2ccccc2[nH]1)C1=C[C@@H](C2CCCCC2)C[C@@H](OCCCCO)O1	0	-7	-3	-0.8	3	-2.0	0	0.2	4	-1.4	0.0
NC(=O)CC(NC(=O)Cc1ccc(Br)cc1)c1ccc(N2CCC(N3CCCC3)CC2)c([N+](=O)[O-])c1 (stereo not given)	-1	-6	7	-1.1	2	-1.5	-2	-0.1	-5	-1.2	2.3
O=C(Nc1ccc(C(=O)NCCCN2CCCCC2)cc1)C1=CSCCO1	-11	-8	-4	-0.1	-1	-1.2	-4	-0.2	-8	-1.0	2.2
COc1ccc(C(=O)c2oc3ccccc3c2N)cc1	-41	1	-3	4.8	-30	9.6	3	1.0	-1	0.0	0.3
COc1ccccc1NC(=O)CCC(=O)N/N=C(/C)c1ccc(C)cc1	1	1	-2	0.7	-2	-1.1	-1	-0.1	-1	-0.8	8.4*
Nc1cc(N2CCCCC2)c(Cl)cc1[N+](=O)[O-]	2	2	0	-1.4	1	-1.3	-2	-0.6	2	-1.3	0.2
COC(=O)N/N=C/c1cc(C)n(-c2ccccc2)c1C	-3	-5	1	-0.6	-1	3.1	2	-0.3	4	-0.5	-0.5
N#C/C(=C\c1ccccc1)c1ccccn1	-6	3	-2	1.9	-6	3.6	1	0.7	-2	-0.4	2.3
Nc1nnc(CCN2C(=O)CSC2=O)s1	0	3	7	-1.0	4	-1.2	-2	-0.2	-5	-0.7	1.0
S=C1NC2=C(CCCC2=C2SCCCS2)C(c2ccccc2)N1 (stereo not given)	-6	-6	-4	-1.1	0	-2.7	2	0.1	5	-1.4	-0.6
Cc1ccc(S(=O)(=O)N2C[C@@]3(O)Cn4c(=O)ccc(=O)n4C[C@@]3(OC(=O)NCc3ccccc3F)C2)cc1	4	-4	-6	2.1	-3	4.2	3	1.4	-1	0.2	.

Whole records as entered above. Order of screens: PLCb3 inh, MBD2 DNA inh, Rev-erbA mod, hcDAF12 agonist, PLC-gamma1 inh, hgDAF-12 ag, SMARCA2 activ, DAX1 inh-1, ADAM17 inh, ssDAF-12 act, DAX1 inh-2
`O=C(Nc1ccc(C(=O)NCCCN2CCCCC2)cc1)C1=CSCCO1` as listed: -11, -8, -4, -0.1, -1, -1.2, -4, -0.2, -8, -1.0, 2.2
`CC1CCCCN1c1ncnc2ccccc12` (stereo not given) as listed: -14, -3, -1, -2.8, -12, -2.5, -5, -2.1, -3, -2.5, -2.7
`O=C(NCc1nc2ccccc2[nH]1)C1=C[C@@H](C2CCCCC2)C[C@@H](OCCCCO)O1` as listed: 0, -7, -3, -0.8, 3, -2.0, 0, 0.2, 4, -1.4, 0.0

Further structures follow.
SMILES	PLCb3 inh	MBD2 DNA inh	Rev-erbA mod	hcDAF12 agonist	PLC-gamma1 inh	hgDAF-12 ag	SMARCA2 activ	DAX1 inh-1	ADAM17 inh	ssDAF-12 act	DAX1 inh-2
CCOC(=O)C1=CC[C@@H](c2ccccc2)N(S(=O)(=O)c2ccc(C)cc2)[C@H]1c1cccc(OC)c1	1	2	1	0.7	0	-1.4	-1	-2.8	3	-1.4	.
CCCC(c1nnnn1Cc1ccc(OC)cc1)N1CCN(C(=O)c2ccco2)CC1 (stereo not given)	-6	-1	-3	-0.8	-2	-1.2	-1	0.5	0	-1.2	1.1
Cn1c(=O)c(C(=O)NCc2ccc(F)cc2)c(O)c2ccccc21	-4	0	1	-0.5	0	-2.4	1	-0.3	-1	-0.7	-0.4
COCCn1nnnc1C(c1ccc(C(F)(F)F)cc1)N1CCOCC1 (stereo not given)	3	-3	1	0.0	4	-2.5	-1	-0.3	-2	-1.2	0.2
O=C(O)CCC1(c2ccccc2)NC(=O)NC1=O (stereo not given)	-10	1	2	-0.6	3	3.1	-2	-0.1	-2	-1.9	-0.3
Cc1c(Cl)c([N+](=O)[O-])nn1CCCC(=O)Nc1cc(Oc2ccccc2)cc([N+](=O)[O-])c1	2	0	-1	0.7	5	-2.0	-1	0.0	-1	-0.9	-0.8
COc1ccccc1CNS(=O)(=O)CCNCCc1ccccc1	4	4	5	-1.9	-2	-2.0	-3	-0.2	-5	-1.3	0.6
CSc1ccc(C#N)cc1NC(=O)c1ccc(Cl)nc1	-3	5	3	-1.1	2	-2.0	1	-0.3	-5	-1.0	-0.6
COC(=O)C1=C(C)NC(=O)NC1c1ccc(OC)c(OC)c1 (stereo not given)	0	3	-1	-0.2	5	-3.6	-4	1.5	-2	-0.8	1.3
CC(C)NCCCOc1ccc(C(C)(C)c2ccccc2)cc1	-2	1	-2	-1.2	2	-0.2	-4	-0.2	-6	-1.1	1.0
OC(c1ccc(F)cc1)c1nc(-c2csc3ccccc23)cs1 (stereo not given)	0	4	-9	-1.9	5	5.5	-2	-0.6	5	-0.7	.
O=C(COC(=O)c1ccc2c(c1)OCO2)Nc1ccccc1Cl	-4	1	-13	-2.1	4	0.8	0	-0.7	0	-0.6	0.2

Overlap with the part before: 3 entries, then new ones.
SMILES	PLCb3 inh	MBD2 DNA inh	Rev-erbA mod	hcDAF12 agonist	PLC-gamma1 inh	hgDAF-12 ag	SMARCA2 activ	DAX1 inh-1	ADAM17 inh	ssDAF-12 act	DAX1 inh-2
CC(C)NCCCOc1ccc(C(C)(C)c2ccccc2)cc1	-2	1	-2	-1.2	2	-0.2	-4	-0.2	-6	-1.1	1.0
OC(c1ccc(F)cc1)c1nc(-c2csc3ccccc23)cs1 (stereo not given)	0	4	-9	-1.9	5	5.5	-2	-0.6	5	-0.7	.
O=C(COC(=O)c1ccc2c(c1)OCO2)Nc1ccccc1Cl	-4	1	-13	-2.1	4	0.8	0	-0.7	0	-0.6	0.2
Cc1ccc(C(=O)n2ccc3ccc(-c4ccc5ccn(Cc6ccccc6)c5c4)cc32)cc1	-84	-2	39*	6.2*	-61	2.8	-3	-0.1	-6	-0.3	.
Cc1ccc(/C=C/C(=O)c2cc(Br)ccc2OC(=O)c2ccco2)cc1	-27	-5	3	-1.5	-19	-1.5	-1	-0.6	0	0.1	0.4
O=C(Nc1ccc(C(=O)Oc2ccccc2)c(O)c1)c1ccco1	-24	-1	3	-1.1	-16	9.9	3	0.5	0	-1.3	0.1
N#CC(c1ccc(O)cc1)N1CCOCC1 (stereo not given)	2	0	2	-2.0	1	1.2	-1	0.2	0	-0.8	1.0
CCN(CC)CCN1C(=O)C(=O)/C(=C(/O)c2cccc(OC)c2)C1c1ccccn1 (stereo not given)	0	-1	2	-0.4	0	3.5	0	0.0	-3	0.1	0.9
CCOc1cc(C2C(C#N)=C(N)OC3=C2C(=O)CC(C)(C)C3)cc([N+](=O)[O-])c1O (stereo not given)	2	-4	8	-0.9	1	-0.6	-3	-0.8	1	-0.8	1.9
CCCOc1ccc(Cc2c(Cl)nc(SC)nc2N(C)C)cc1	-1	-4	10	-1.4	-1	-1.8	-4	-0.5	-1	-1.5	-0.1
O=C(c1ccc2c(=O)n3c(nc2c1)CCCCC3)N1CCN(Cc2ccccc2)CC1	1	2	0	-2.0	2	-1.9	0	-0.8	-4	-1.7	-0.4
Cc1c(NC(=O)CN2C(=O)c3ccc([N+](=O)[O-])cc3C2=O)c(=O)n(-c2ccccc2)n1C	-1	2	6	1.9	0	0.2	0	-0.2	-1	-0.6	0.8
CCN(CC)C(=O)c1sc2nc(-c3cccs3)cc(-c3cccs3)c2c1N	-79	1	9	-0.7	-56	4.0	-3	-0.2	-43	-1.7	0.4
COc1ccccc1CCC(=O)N1CCN(C(=O)c2ccccc2)CC1	-1	-2	0	0.0	7	3.4	-3	0.3	1	-1.3	0.0
OC(CON=C1c2ccccc2-c2ccccc21)CN1CCNCC1 (stereo not given)	-14	0	5	-0.4	-5	-0.8	1	0.1	-13	-1.6	-1.2

Only PLC-gamma1 inh, MBD2 DNA inh and hcDAF12 agonist, for some of the entries so far:
SMILES	PLC-gamma1 inh	MBD2 DNA inh	hcDAF12 agonist
NC(=O)CC(NC(=O)Cc1ccc(Br)cc1)c1ccc(N2CCC(N3CCCC3)CC2)c([N+](=O)[O-])c1 (stereo not given)	2	-6	-1.1
O=C(Nc1ccc(C(=O)NCCCN2CCCCC2)cc1)C1=CSCCO1	-1	-8	-0.1

Later entries:
SMILES	PLCb3 inh	MBD2 DNA inh	Rev-erbA mod	hcDAF12 agonist	PLC-gamma1 inh	hgDAF-12 ag	SMARCA2 activ	DAX1 inh-1	ADAM17 inh	ssDAF-12 act	DAX1 inh-2
O=C(O)CC1(CC(=O)Nc2ccc(Br)cc2)CCCCC1	0	-1	-2	-0.4	0	-1.4	-2	0.1	-1	-1.6	0.0
COc1ccccc1CN1CC(C(=O)N(C)CCc2nc3ccc(F)cc3[nH]2)CCC1=O (stereo not given)	-2	-4	-2	-0.1	-3	1.8	-2	0.5	-3	-0.8	0.7
O=C(Nc1ccc(Cl)cc1Cl)NC1CCN(S(=O)(=O)c2ccc(F)cc2)CC1	-1	3	-2	0.6	2	0.6	-2	-0.2	-3	-1.7	1.4
O=C(Oc1ccccc1)c1ccc2nsnc2c1	-9	6	4	0.3	-5	-1.0	2	0.0	-5	0.8	-0.3
Cc1ccc(C(=O)NCCN2CCOCC2)cc1S(=O)(=O)N1CCCCC1	-6	-3	-3	-1.6	-1	-1.2	-2	1.9	-3	-0.5	-1.1
COC(=O)CNC(=O)CNC(=O)c1nn(-c2ccc(OC)c(Cl)c2)c(=O)c2ccccc12	-74	0	2	-2.6	-66	-1.5	-2	-0.8	-1	-1.1	-1.2
COC(=O)c1ccc(COC(=O)C2CCN(S(=O)(=O)c3ccc(C)c(C)c3)CC2)o1	-6	2	-3	-0.4	-1	1.1	-2	0.8	2	-0.9	-0.4
NNc1ncnc2scc(-c3ccc(Cl)cc3)c12	-7	-5	3	-2.5	-8	0.5	-3	-0.1	-1	-1.2	-0.2
O=C(CC1C(=O)NCCN1C(=O)Nc1ccc(F)cc1)Nc1cc(Cl)ccc1Cl (stereo not given)	-5	-2	5	-1.4	4	0.8	1	-0.1	-2	-1.9	0.8
CCCn1c(N)c(C(c2ccc(OC)cc2)N2CCN(c3ccccc3)CC2)c(=O)[nH]c1=O (stereo not given)	2	6	-1	1.6	0	-0.1	0	-0.3	-4	-1.2	0.6
CCOC(=O)C(Oc1ccc2c(-c3ccccc3)cc(=O)oc2c1C)c1ccccc1 (stereo not given)	-2	-5	-4	-1.8	-8	-0.8	-2	0.2	-3	-0.4	0.9
CCc1c(-c2ccccc2OC)ncn1CCc1ccccc1OC	8	-2	-8	-2.9	4	-3.0	-9	-2.1	3	-2.0	.
Cc1ccc(NC(=O)CS(=O)CC(=O)NCC2OCCc3ccccc32)c(C)c1 (stereo not given)	2	2	6	-0.5	1	-2.1	4	0.0	-1	-0.7	-1.5
CC(C)OC(=O)c1c(NC(=O)CCC(=O)O)sc2c1CCCCC2	2	-2	1	-1.1	0	0.2	-3	-0.4	3	-0.7	-0.1
COc1ccc(C(=O)Nc2ccc(O)c3c(=O)cc(-c4cccc(Cl)c4)oc23)cc1	3	0	-12	-2.1	4	-0.3	0	0.5	-1	-1.6	1.0
C#CCNC(=O)C[C@@H]1C(=O)N(CCc2ccc(Cl)cc2)C2=CCCCC[C@]21C(=O)OC	1	2	0	-2.6	0	2.0	-1	-1.3	-2	-0.1	.
